# TAAR1 ag: agonists of human TAAR1 | AID 624467 | Q96RJ0 | CHO RD-HGA16 TAAR1, Fluo-8 calcium fluorescence; vehicle wells 0%, saturating PEA agonist 100% | activation, % at 3 µM | 360,000 tested, 0.99% active;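 active = activation above the mean activation of all test compounds in the run plus 3 SD, cut at about 38% in these data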
# Target sequence (Q96RJ0 whole entry, looked up): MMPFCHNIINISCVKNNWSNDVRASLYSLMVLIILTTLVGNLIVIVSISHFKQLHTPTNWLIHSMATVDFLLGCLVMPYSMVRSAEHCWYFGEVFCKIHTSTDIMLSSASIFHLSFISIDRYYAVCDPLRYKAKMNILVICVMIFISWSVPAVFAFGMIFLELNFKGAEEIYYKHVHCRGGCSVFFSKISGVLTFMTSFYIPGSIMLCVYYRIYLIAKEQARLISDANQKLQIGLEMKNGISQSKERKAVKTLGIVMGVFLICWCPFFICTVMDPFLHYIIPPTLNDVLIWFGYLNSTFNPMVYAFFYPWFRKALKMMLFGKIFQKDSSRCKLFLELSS
#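 Signal – calcium-sensitive Fluo-8 signal, excitation 470-495, emission 515-575 nm · System – RD-HGA16 (CHO) cells co-expressing Gα16 and hTAAR1 · Incubation – 17-24 h seeding, 75 min 37 °C dye, 30 min RT · Compound dosing – 3 µM single concentration · Repeats – no replicates (n 1)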
# CHO-K1 Ca ag: M1 agonist counterscreen hit in parental CHO-K1 cells | activation, % at 3 µM | AID 602248 | Fluo-8 calcium fluorescence; scaled to maximal ATP response, vehicle zero | 360,000 tested, 0.48% active; in the data active = activation above about 15%;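 note: untransfected CHO-K1 host cells lacking M1 receptor as counterscreen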
# M1 ag: agonists of human M1 muscarinic receptor | P11229 | 360,000 tested, 0.33% active | CHO-K1 hM1, Fluo-8 calcium fluorescence, agonist mode; 0% DMSO, 100% acetylcholine EC100 | activation, % at 3 µM | AID 588814;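 active = activation above the run's mean compound activation plus 3 SD, cut at about 16% in these data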;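 note: peak over basal fluorescence ratio within a 140 s kinetic read after compound addition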
# Target sequence (P11229 whole entry, looked up): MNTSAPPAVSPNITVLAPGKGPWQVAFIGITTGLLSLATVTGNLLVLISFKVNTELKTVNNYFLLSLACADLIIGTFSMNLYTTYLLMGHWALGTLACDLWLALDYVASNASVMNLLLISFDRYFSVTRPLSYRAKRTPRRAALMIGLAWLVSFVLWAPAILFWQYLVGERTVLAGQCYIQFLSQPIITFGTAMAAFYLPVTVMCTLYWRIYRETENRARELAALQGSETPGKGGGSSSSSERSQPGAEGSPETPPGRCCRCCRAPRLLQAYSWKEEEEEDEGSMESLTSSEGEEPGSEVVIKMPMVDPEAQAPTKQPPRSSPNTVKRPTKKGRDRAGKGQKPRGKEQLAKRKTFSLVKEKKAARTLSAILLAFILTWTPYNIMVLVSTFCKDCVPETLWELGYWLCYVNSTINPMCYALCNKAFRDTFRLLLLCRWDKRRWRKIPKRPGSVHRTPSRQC
# M1 PAM parental: M1 PAM counterscreen hit in parental CHO-K1 cells | ATP EC20, Fluo-8 calcium fluorescence; 0% at ATP EC20, 100% at ATP max | 360,000 tested, 0.02% active | activation, % at 3 µM;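 active = activation above the run cutoff, the mean activation of all test compounds plus 3 SD, cut at about 40% in these data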;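 note: peak over basal fluorescence ratio in a 140 s read after ATP addition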
# CHO-K1 Ca antag: M1 antagonist counterscreen hit in parental CHO-K1 cells; ATP-induced calcium, Fluo-8 fluorescence; inhibition, % at 3 µM; 360,000 tested, 0.6% active; AID 602250;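 active = inhibition above a per-plate cutoff, the plate's mean sample inhibition plus 3 SD, cut at about 24% in these data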;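 note: 0% = DMSO plus EC80 ATP and 100% = DMSO alone without ATP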
# M1 antag: antagonists of human M1 muscarinic receptor; inhibition, % at 3 µM; CHO-K1 hM1, Fluo-8 calcium fluorescence, ACh EC80 antagonist; 360,000 tested, 1.3% active; P11229;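 active = percent inhibition above its own plate's cutoff, namely the mean of that plate's compound wells plus 3 SD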;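 note: peak over basal fluorescence ratio during 140 s after agonist addition; 0% = ACh EC80 plus DMSO and 100% = DMSO alone without agonist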
# TAAR1 antagonist: antagonists of human TAAR1 | CHO RD-HGA16 TAAR1, Fluo-8 calcium fluorescence, antagonist | 360,000 tested, 1.5% active | inhibition, % at 3 µM | AID 624466 | Q96RJ0;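 active = inhibition above a per-plate cutoff, the mean inhibition of test compounds on that plate plus 3 SD, cut at about 49% in these data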;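 note: 0% = DMSO plus EC80 beta-PEA response and 100% = DMSO alone without agonist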
#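 Material: CHO RD-HGA16 cells bearing hTAAR1; compound dosing: one-point dosing, 3 µM nominal final; schedule: dye loading 75 min at 37 °C, then 30 min room temperature; measured by: calcium fluorescence with Fluo-8; control set: vehicle and agonist controls; replication: n of 1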
# M1 PAM: potentiates human M1 receptor response to acetylcholine; P11229; CHO-K1 hM1, Fluo-8 calcium fluorescence, ACh EC20; 0% = ACh EC20, 100% = maximal ACh; activation, % at 3 µM; 360,000 tested, 0.088% active; AID 588819; in the data active = activation above about 19%, passing the limit was not always enough
# CHO parental Ca: counter-screen for OX1R antagonists: effect in parental CHO cells | parental CHO-K1, ATP-induced calcium, Fluo-8 fluorescence | inhibition, % at 5.6 µM | 330,000 tested, 0.63% active;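 active = inhibition above that plate's mean sample inhibition plus 3 SD, cut at about 26% in these data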;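 note: 0% = ATP-challenged DMSO wells and 100% = DMSO wells without ATP; some compounds past the cut are filed as inactive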
#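 Assay system: untransfected parental CHO cell line. Also added: ATP agonist challenge. Dosing: one dose, 5.6 µM nominal. Measured by: Fluo-8 fluorescence. Read-out: % inhibition. Benchmarks: ATP wells versus no-ATP DMSO wells. Repeats: no replicates.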
# * = called active by the depositor; nt = not tested or not shown.
nr	molecule	TAAR1 ag	CHO-K1 Ca ag	M1 ag	M1 PAM parental	CHO-K1 Ca antag	M1 antag	TAAR1 antagonist	M1 PAM	CHO parental Ca
1	C1=C[C@H]2CCCN3CC[C@@H]([C@@H]2[C@]32CO2)[C@H]1CCOCc1ccccc1	4.6	4.8	nt	20.0	-28.3	nt	5.3	nt	nt
2	CC(=O)Nc1ccc(S(=O)(=O)N(CC(=O)NCC2CCCO2)Cc2ccccc2Cl)cc1 (stereo not given)	6.5	1.9	-3.2	6.6	-1.9	-11.2	21.2	0.8	nt
3	Cc1ccc(OCC(O)Cn2c(N3CCCCC3)nc3c2c(=O)[nH]c(=O)n3C)cc1 (stereo not given)	4.6	3.5	-1.1	-10.0	-8.7	3.3	8.7	6.8	-8.2
4	Cc1ccccc1C(=O)c1cccn1CC(=O)NCc1ccc(Cl)cc1	6.8	-0.2	-1.8	-11.1	1.3	19.8	-14.6	-3.4	-27.1
5	Fc1ccc2c(Cl)c(-c3nnc(-c4cccs4)o3)sc2c1	14.7	-0.2	-2.7	0.7	11.7	1.6	-11.2	3.5	-2.4
6	Cc1cc(-c2n[nH]c(=S)n2Cc2ccco2)nn1C	0.6	0.1	-9.5	-11.4	-1.9	11.1	-6.6	-9.2	-4.8
7	Cc1ccc(COc2ccc(/C=N/O)cc2)cc1	-0.8	0.1	-6.1	16.6	-8.7	-9.5	-2.3	5.3	-8.8
8	FC(F)(F)c1ccc(Cl)c(NC2=NCCCCC2)c1	-0.3	5.2	-10.0	15.1	-5.9	-9.7	-4.2	10.5	-13.7
9	Cc1c(NC(=O)/C=C/C(=O)O)cccc1[N+](=O)[O-]	15.4	1.7	-6.8	17.4	-15.6	-3.5	0.0	1.9	-4.7
10	CN(CC(=O)NCc1ccccc1)S(=O)(=O)c1ccc2c(c1)CCC(=O)N2	3.2	-0.5	1.7	20.6	12.0	-5.2	-5.0	11.7	1.3
11	CCOC(=O)Cc1nnc(Nc2cccc(C)c2)c2ccccc12	4.6	-0.8	-4.6	20.6	-11.2	-22.9	-2.5	10.4	-14.3
12	COCCNC(=O)C[C@H]1C[C@H]2c3cc(NS(=O)(=O)c4ccc(F)cc4)ccc3O[C@H]2[C@H](CO)O1	0.5	-0.1	-2.3	-6.8	3.5	11.7	-1.9	-5.8	nt
13	CCOc1ccc(N2CC(C(=O)NCCC3=CCCCC3)CC2=O)cc1 (stereo not given)	2.9	0.6	1.7	7.9	-15.8	-29.9	-6.8	7.8	-10.4
14	O=C(N/N=C/c1ccccc1C(=O)O)c1cccc(S(=O)(=O)N2CCOCC2)c1	0.2	0.3	-2.9	13.6	-12.2	-2.7	-8.3	2.5	-10.3
15	CC(SCC(=O)NC(C)C1CC2CCC1C2)C(=O)O (stereo not given)	9.0	1.4	-2.4	11.5	-9.1	-14.1	0.3	8.8	-9.3
16	Cc1cccc(OC(=O)c2ccncc2)c1C	2.3	0.7	-2.6	16.0	-6.5	8.6	16.4	3.0	-7.6
17	COc1ccc(SCCC(=O)NCc2ccncc2)cc1	13.6	0.3	-7.2	-19.8	-2.1	17.1	-12.8	-6.0	-23.5
18	O=C(N/N=C/c1ccc(OC(=O)c2cccc(Br)c2)cc1)c1cccnc1	1.1	1.5	0.6	4.9	3.3	5.9	12.1	8.2	-19.2
19	COc1cc(C(=S)N2CCCC2)ccc1OCc1ccc(C)cc1	2.4	1.4	0.4	13.8	-2.0	-21.2	-19.4	2.4	-6.6
20	Cn1c(CCNC(=O)c2ccco2)nc2cc(NC(=O)c3ccco3)ccc21	9.1	0.7	-4.3	15.6	-5.0	-3.0	-2.4	8.1	-8.2
21	COc1ccccc1N1CCN(C2CC(=O)N(C)C2=O)CC1 (stereo not given)	6.9	0.2	-8.1	4.6	-0.9	-7.9	17.8	6.6	-5.0
22	CCOc1ccc(OCc2ccc(C(=O)NCC3CCCO3)o2)cc1 (stereo not given)	1.2	0.2	-5.0	-2.9	8.2	-6.7	-13.1	3.4	-7.2
23	O=c1[nH]cccc1-c1nc2ccccc2n1Cc1ccc(F)cc1	3.2	2.6	-4.2	11.0	-16.9	-14.5	-0.2	8.7	-12.6
24	O=C1c2ccccc2-c2cccc(NS(=O)(=O)c3ccc(C(F)(F)F)cc3)c21	34.2	0.4	-1.4	17.6	-3.1	-11.2	45.7	9.7	4.1
25	CCOC(=O)C1(Cc2ccccc2)CCCN(C(=O)C=C(C)C)C1 (stereo not given)	0.5	1.0	-2.6	18.0	-18.2	-6.9	1.7	0.4	-20.9
26	O=C(Nc1ccc(S(=O)(=O)N2CCOCC2)cc1)c1ccc(F)cc1	0.8	10.7	6.6	7.7	-0.6	-0.6	8.4	5.3	8.0
27	CCCCCn1c(N2CCOCC2)nc2c1c(=O)n(CC(N)=O)c(=O)n2C	16.9	0.5	-2.2	13.8	-3.1	-8.5	1.5	5.4	1.8
28	COc1ccc(OCC(=O)Sc2ccc(C)cc2)cc1	-1.4	0.9	-5.3	22.0	-11.6	-6.3	-12.9	7.3	8.2
29	CCCn1c(C2CCCN2c2nc(C)cs2)nc2cc(Cl)c(Cl)cc21 (stereo not given)	3.2	-0.7	-3.8	-9.5	1.2	4.7	2.5	1.6	-26.9
30	O=C(NC1CCCCCC1)C(=O)NC1CC1	1.6	1.2	-1.7	20.7	-12.2	-11.5	-14.8	3.8	-4.9
31	Cc1nnc(SCc2nnc(-c3ccccc3Br)o2)s1	2.0	0.5	-2.6	13.7	5.4	-8.8	-14.2	4.6	-25.0
32	CCOC(=O)c1c(-c2ccccc2)nnn1-c1nc(OC)nc(N2CCOCC2)n1	2.3	0.2	-3.6	-8.8	14.0	-2.8	-18.6	12.5	-11.1
33	CSc1nncc(=O)[nH]1	16.9	0.2	-3.0	4.2	-13.7	-3.1	-2.4	0.9	-7.1
34	COC(=O)C1=CN(CC2CCCO2)C=C(C(=O)OC)C1c1cc(OC)c(OC)c(OC)c1 (stereo not given)	14.1	0.1	-3.3	9.4	-10.1	10.1	0.9	4.5	-21.1
35	Cc1cnc(NC(=O)CCc2ccccc2)s1	2.6	0.5	-2.4	7.8	-6.2	-4.3	4.2	0.4	2.1
36	CC(OC(=O)CCCOc1ccccc1)C(=O)Nc1ccc(Cl)cn1 (stereo not given)	3.7	-0.9	-2.6	-21.8	-0.2	-0.5	7.5	7.8	-9.7
37	CN(C)CCCNCCCNC(=O)/C(=N\O)c1ccccc1	0.3	0.9	-6.5	27.9	-16.6	-3.7	-18.3	3.8	1.3
38	CN(CC(=O)N1CCOCC1)C(=O)CSc1nc2ccccc2s1	1.5	-0.1	-4.6	-8.5	10.9	-6.3	12.2	5.1	1.1
39	COc1cccc(NC(=O)N2CCC(NC(=O)C3CCCCC3)CC2)c1	3.2	0.2	-2.2	13.4	-12.3	-0.7	-11.3	28.4*	3.6
40	N#C/C(=C/Nc1ccccc1C(=O)O)C(N)=O	2.6	0.1	-0.8	-15.5	2.1	-14.2	-31.5	4.9	-9.7
41	CCC(=O)Nc1ccccc1C(=O)OCC(=O)c1ccc2ccccc2c1	8.7	2.3	-6.0	9.6	4.4	4.8	29.4	-9.3	-9.5
42	CCOC(=O)C1=C(O)c2ccccc2C(=O)/C1=C\c1ccc(C)cc1	nt	7.2	0.7	13.5	5.4	10.1	nt	4.9	-1.3
43	COc1cc(C(=O)NCCN2CCCC2)cc(OC)c1OC	14.1	0.0	-0.7	-6.5	10.8	-10.3	2.8	-4.3	0.4
44	Cc1ccn2cc(CCNC(=O)C3CCCCC3)nc2c1	1.3	0.5	-10.9	15.5	-3.6	-16.4	-7.2	9.9	-6.2
45	COc1ccc(C2(O)CCN(Cc3nnnn3Cc3ccc(F)cc3)CC2)cc1	8.5	3.6	5.0	-7.1	-15.9	-37.0	5.0	11.3	-11.6
46	Cc1ccccc1NC(=S)N(Cc1ccccc1)Cc1cccs1	4.5	-0.3	-5.1	1.7	-5.8	-4.8	-9.9	0.2	-19.5
47	O=C(O)c1cccc(S(=O)(=O)Nc2ccc(S(=O)(=O)N3CCOCC3)cc2)c1	8.1	1.3	-2.2	20.3	-13.7	-7.0	-4.8	8.2	-6.5
48	C/C(=N\NC(=O)C(C)n1nc(C)c([N+](=O)[O-])c1C)c1ccccc1O (stereo not given)	2.4	2.0	-4.5	16.1	-6.8	11.2	3.6	-4.5	-4.5

# 10 successive entries from above:
nr	molecule	TAAR1 ag	CHO-K1 Ca ag	M1 ag	M1 PAM parental	CHO-K1 Ca antag	M1 antag	TAAR1 antagonist	M1 PAM	CHO parental Ca
31	Cc1nnc(SCc2nnc(-c3ccccc3Br)o2)s1	2.0	0.5	-2.6	13.7	5.4	-8.8	-14.2	4.6	-25.0
32	CCOC(=O)c1c(-c2ccccc2)nnn1-c1nc(OC)nc(N2CCOCC2)n1	2.3	0.2	-3.6	-8.8	14.0	-2.8	-18.6	12.5	-11.1
33	CSc1nncc(=O)[nH]1	16.9	0.2	-3.0	4.2	-13.7	-3.1	-2.4	0.9	-7.1
34	COC(=O)C1=CN(CC2CCCO2)C=C(C(=O)OC)C1c1cc(OC)c(OC)c(OC)c1 (stereo not given)	14.1	0.1	-3.3	9.4	-10.1	10.1	0.9	4.5	-21.1
35	Cc1cnc(NC(=O)CCc2ccccc2)s1	2.6	0.5	-2.4	7.8	-6.2	-4.3	4.2	0.4	2.1
36	CC(OC(=O)CCCOc1ccccc1)C(=O)Nc1ccc(Cl)cn1 (stereo not given)	3.7	-0.9	-2.6	-21.8	-0.2	-0.5	7.5	7.8	-9.7
37	CN(C)CCCNCCCNC(=O)/C(=N\O)c1ccccc1	0.3	0.9	-6.5	27.9	-16.6	-3.7	-18.3	3.8	1.3
38	CN(CC(=O)N1CCOCC1)C(=O)CSc1nc2ccccc2s1	1.5	-0.1	-4.6	-8.5	10.9	-6.3	12.2	5.1	1.1
39	COc1cccc(NC(=O)N2CCC(NC(=O)C3CCCCC3)CC2)c1	3.2	0.2	-2.2	13.4	-12.3	-0.7	-11.3	28.4*	3.6
40	N#C/C(=C/Nc1ccccc1C(=O)O)C(N)=O	2.6	0.1	-0.8	-15.5	2.1	-14.2	-31.5	4.9	-9.7

# Screening data (PubChem BioAssay)
